E-sel TNF inh: TNF alpha driven E-selectin expression inhibition. HUVEC TNFa-induced E-selectin immunofluorescence, high content. inhibition, % at 2 µM. 120,000 tested, 0.71% active. AID 1246;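 active means inhibition above the batch mean plus 3 SD, and confirmed as a hit on visual image review, cut at about 43% in these data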;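 further: 0% = TNF-stimulated DMSO wells and 100% = unstimulated control wells; not every result past the cut was called active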
MRP1 act: MRP-1 activation; 140,000 tested, 0.61% active; viability increase, % at 10 µM; H69AR cells + doxorubicin, viability rescue, CellTiter-Glo;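 active means viability gain under doxorubicin at or above a set limit, the compound median plus 3 SD, cut at about 4.7% in these data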;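 further: MRP-1 overexpressing cells given doxorubicin 25 µM after compound pretreatment; 18-22 h compound pretreatment then 72 h with doxorubicin before readout; 0% = doxorubicin-only wells and 100% = vehicle-treated cells without doxorubicin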
bCat KO growth: beta-catenin-lacking colon tumor cell growth suppression. HCT116 beta-catenin knockout viability, CellTiter-Glo, 60 h; hits give low values. viability, % at 10 µM. 140,000 tested, 1.5% active. AID 818;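 active means viability at or under a set limit, the compound median less 4 SD, cut at about 6% in these data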;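 further: 0% = Hyamine 1622 control at 20 µM and 100% = untreated cell control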
HCT116 PTEN-null: PTEN-deleted cell growth suppression; HCT116 PTEN-null viability, CellTiter-Glo, 60 h; hits give low values; viability, % at 10 µM; 140,000 tested, 1.2% active;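 active means viability at or below a set limit, 4 SD under the median of all tested compounds, cut at about 3.7% in these data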;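 further: PTEN knockout HCT116 line with beta catenin targeted HCT116 as companion control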
GALR2 blocker: blocks the human galanin receptor 2; 140,000 tested, 0.39% active; GALR2-expressing cells, antagonist mode; inhibition, % at 4 µM; AID 828; in the data active means inhibition above about 27%;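 further: cells stimulated with galanin 1-16 at roughly its EC80; 0% = agonist challenge control and 100% = basal control without agonist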
Target sequence (O43603 whole entry, looked up): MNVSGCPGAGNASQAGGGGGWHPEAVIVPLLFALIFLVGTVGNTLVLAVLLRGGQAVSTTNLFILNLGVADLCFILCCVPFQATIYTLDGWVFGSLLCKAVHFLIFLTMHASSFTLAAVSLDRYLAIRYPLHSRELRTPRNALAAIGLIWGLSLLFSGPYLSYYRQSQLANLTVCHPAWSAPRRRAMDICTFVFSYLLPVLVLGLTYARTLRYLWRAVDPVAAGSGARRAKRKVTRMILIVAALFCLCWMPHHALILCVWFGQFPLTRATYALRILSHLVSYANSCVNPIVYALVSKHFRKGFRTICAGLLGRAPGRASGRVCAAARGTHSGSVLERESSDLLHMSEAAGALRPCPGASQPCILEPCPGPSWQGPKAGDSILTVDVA
Measles CPE: protection of cells from measles virus; 140,000 tested, 1.5% active; Measles virus-infected cells, CPE protection, absorbance; protection (pct of control), % at 4 µM; AID 841; in the data active means protection mostly above about 24%, no sharp cut-off; inactive means mostly below about 26%; further: some compounds called inactive have numbers as strong as hits
NPY-Y2 antag: antagonists of human neuropeptide Y receptor Y2; P49146; NPY-Y2 expressing cells, antagonist mode; inhibition, % at 2.7 µM; 140,000 tested, 0.99% active; AID 793; in the data active means inhibition above about 17%;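 further: 0% = vehicle with agonist challenge and 100% = reference antagonist with challenge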
Target sequence (P49146 whole entry, looked up): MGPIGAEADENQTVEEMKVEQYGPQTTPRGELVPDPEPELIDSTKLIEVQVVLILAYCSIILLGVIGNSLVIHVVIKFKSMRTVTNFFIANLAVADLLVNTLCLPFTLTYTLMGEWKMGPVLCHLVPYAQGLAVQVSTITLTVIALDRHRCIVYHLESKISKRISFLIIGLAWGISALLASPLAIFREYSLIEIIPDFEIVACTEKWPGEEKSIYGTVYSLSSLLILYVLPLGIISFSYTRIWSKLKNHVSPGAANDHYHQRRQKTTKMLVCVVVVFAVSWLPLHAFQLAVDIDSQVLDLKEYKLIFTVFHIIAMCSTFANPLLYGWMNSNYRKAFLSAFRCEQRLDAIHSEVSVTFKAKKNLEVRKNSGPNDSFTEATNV
BB579 growth dn: yeast BB579 growth reduction in restrictive medium; S. cerevisiae BB579 growth, OD615, 48 h; 140,000 tested, 0.51% active; AID 804; inhibition, % at 10 µM;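 active means inhibition above a set limit, 3 SD over the mean compound inhibition, cut at about 44% in these data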; further: inactives centre near -24
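Material: Saccharomyces cerevisiae DeaD strain BB579, replicative lifespan model yeast; buffer or medium: CSMM-D restrictive synthetic medium containing dextrose (glucose); compound: 10 µM single dose, DMSO 0.25%; timing: 48 h compound exposure at 30 °C after 4 h preincubation; signal: turbidity as optical density at 615 nm; benchmarks: positive control amphotericin B 10 µg/mL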
Phagocytosis inh: inhibitors of macrophage phagocytosis. inhibition, % at 5 µM. 110,000 tested, 0.07% active. J774A.1 macrophage IgG-bead phagocytosis, imaging;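 active means inhibition above the mean of the plate negative controls plus 5 SD, cut at about 13% in these data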;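 further: phagocytic index as fraction of beads internalized from green versus red external bead signal; plate controls were DMSO negative control for no effect and cytochalasin-D positive control for full effect; some results beyond the cut were filed as inactive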
Yeast life ext: extends the lifespan of yeast | 130,000 tested, 0.68% active | inhibition of the nicotinamide effect, % at 10 µM | S. cerevisiae growth with nicotinamide, OD615; deaD strain in restrictive glucose medium;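 active means inhibition above a set limit, placed 3 SD over the median of all compounds, cut at about 26% in these data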;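 further: 0% = nicotinamide-treated wells and 100% = cells grown without nicotinamide; some compounds called inactive have numbers as strong as hits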
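assay system = DeaD-strain S. cerevisiae | buffer or medium = restrictive glucose medium | reagent = 1.5 mM nicotinamide | compound = 10 µM single point, 0.25% DMSO | incubation = 48 h compound exposure at 30 °C, humidified | signal = OD615 measurement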
An asterisk follows results filed as active; / = not tested or not shown.

SMILES | E-sel TNF inh | MRP1 act | bCat KO growth | HCT116 PTEN-null | GALR2 blocker | Measles CPE | NPY-Y2 antag | BB579 growth dn | Phagocytosis inh | Yeast life ext
O=C(Cc1coc2cc3c(cc12)CCC3)NC1CCCCCCC1 | / | 3.0 | 88 | 85 | 2 | 19 | 16 | 2 | -8 | 1
CCSc1nnc(NC(=O)c2ccccc2)s1 | 6 | -0.2 | 100 | 103 | 2 | 6 | 1 | -46 | -3 | -2
Cc1cc(C(F)(F)F)nn1CC(=O)Nc1cccnc1 | -6 | -1.5 | 99 | 90 | -2 | 4 | 6 | -13 | / | -4
Cc1ccc(SCc2[nH]nc3c2C2(C(=O)Nc4ccc(F)cc42)C(C#N)=C(N)O3)cc1 (stereo not given) | 5 | 0.7 | 27 | 30 | -2 | 4 | 1 | -15 | 0 | -9
O=C(Oc1ccc(Cl)c2cccnc12)c1ccco1 | -3 | -2.7 | 5.3* | 6 | -9 | 10 | 1 | 96* | 2 | -18
CCCCOC(=O)c1ccc(S(N)(=O)=O)o1 | / | -0.1 | 100 | 99 | 1 | 13 | 2 | -31 | -10 | 13
CC(C)OCCCNC(=O)Cn1nc(-c2ccccc2)ccc1=O | / | -1.2 | 88 | 108 | 5 | 6 | 0 | -27 | -2 | -4
COc1ccc([N+](=O)[O-])cc1NC(=O)Cc1c(Cl)cccc1Cl | -30 | 0.0 | 88 | 93 | -5 | 3 | 2 | -22 | / | 1
COC(=O)c1ccc(-c2sc3nc(N4CCOCC4)c4c(c3c2N)CCCC4)o1 | 8 | 1.0 | 71 | 66 | 3 | 5 | 2 | -19 | -2 | -22
Cc1c(C(=O)OCc2ccccc2)nnn1-c1nonc1N | 12 | 2.0 | 100 | 93 | -16 | 5 | 1 | -35 | 2 | -6
CCOc1cc(N2CCOCC2)c(OCC)cc1NC1=NCCCCC1 | / | -1.4 | 83 | 88 | -2 | 20 | 4 | -44 | -1 | -9
CCOc1ccc(NC(=O)C(Cc2ccccc2)NC(=O)C2CCCCC2)cc1 (stereo not given) | 5 | -0.6 | 84 | 93 | 7 | 10 | 1 | -59 | -2 | 2
O=c1[nH]c(=O)n(C2CCCCCC2)c(O)c1C=NCc1ccc(F)cc1 | 6 | -1.7 | 81 | 75 | -14 | 16 | 1 | -3 | -1 | 0
CCO/C=N/c1c(C#N)c(CC#N)nn1-c1ccccc1 | -4 | 1.5 | 94 | 96 | -1 | 26 | 3 | -27 | 1 | -5
COc1ccccc1CNC(=O)CCCc1ccccc1 | 13 | -2.6 | 90 | 87 | -22 | 11 | 5 | -26 | -4 | 0
CCCCC(=O)Nc1cc(NC(=O)CC)ccc1Cl | -7 | -0.6 | 105 | 93 | 2 | 13 | 2 | -26 | -2 | -10
O=C(COC(=O)c1ccc(-c2ccc([N+](=O)[O-])cc2)o1)NC(=O)NC12CC3CC(CC(C3)C1)C2 | / | -1.0 | 80 | 92 | -3 | 6 | -2 | 33 | -8 | -3
O=[N+]([O-])c1ccccc1/C=N/N1CCN(c2ccccn2)CC1 | 43 | 0.7 | 96 | 88 | -2 | / | 1 | -51 | 0 | -9
Clc1cccc(Cl)c1CSc1nnc(/C=C/c2ccccc2)o1 | 1 | -1.4 | 56 | 55 | 0 | 18 | 16 | -59 | / | 1
Cc1ccc(/C=C/C(=O)Nc2ccncc2)o1 | / | 0.8 | 89 | 94 | -3 | 4 | 0 | -14 | -4 | 3

Laid out differently: entries from further up.
Sequence of screens – E-sel TNF inh | MRP1 act | bCat KO growth | HCT116 PTEN-null | GALR2 blocker | Measles CPE | NPY-Y2 antag | BB579 growth dn | Phagocytosis inh | Yeast life ext
O=C(Cc1coc2cc3c(cc12)CCC3)NC1CCCCCCC1
→ / | 3.0 | 88 | 85 | 2 | 19 | 16 | 2 | -8 | 1
CCSc1nnc(NC(=O)c2ccccc2)s1
→ 6 | -0.2 | 100 | 103 | 2 | 6 | 1 | -46 | -3 | -2
Cc1cc(C(F)(F)F)nn1CC(=O)Nc1cccnc1
→ -6 | -1.5 | 99 | 90 | -2 | 4 | 6 | -13 | / | -4
Cc1ccc(SCc2[nH]nc3c2C2(C(=O)Nc4ccc(F)cc42)C(C#N)=C(N)O3)cc1 (stereo not given)
→ 5 | 0.7 | 27 | 30 | -2 | 4 | 1 | -15 | 0 | -9
O=C(Oc1ccc(Cl)c2cccnc12)c1ccco1
→ -3 | -2.7 | 5.3* | 6 | -9 | 10 | 1 | 96* | 2 | -18
CCCCOC(=O)c1ccc(S(N)(=O)=O)o1
→ / | -0.1 | 100 | 99 | 1 | 13 | 2 | -31 | -10 | 13
CC(C)OCCCNC(=O)Cn1nc(-c2ccccc2)ccc1=O
→ / | -1.2 | 88 | 108 | 5 | 6 | 0 | -27 | -2 | -4
COc1ccc([N+](=O)[O-])cc1NC(=O)Cc1c(Cl)cccc1Cl
→ -30 | 0.0 | 88 | 93 | -5 | 3 | 2 | -22 | / | 1
COC(=O)c1ccc(-c2sc3nc(N4CCOCC4)c4c(c3c2N)CCCC4)o1
→ 8 | 1.0 | 71 | 66 | 3 | 5 | 2 | -19 | -2 | -22
Cc1c(C(=O)OCc2ccccc2)nnn1-c1nonc1N
→ 12 | 2.0 | 100 | 93 | -16 | 5 | 1 | -35 | 2 | -6

Further results
SMILES | E-sel TNF inh | MRP1 act | bCat KO growth | HCT116 PTEN-null | GALR2 blocker | Measles CPE | NPY-Y2 antag | BB579 growth dn | Phagocytosis inh | Yeast life ext
COCCCn1c(SCC(=O)Nc2ccc(C(C)=O)cc2)nc2ccccc2c1=O | -4 | 0.1 | 85 | 100 | 0 | 11 | -7 | -37 | -1 | -9
Cc1cc(C)cc(NC(=O)CSc2cc(C(=O)c3nccn3C)c3ccccc3n2)c1 | -20 | -4.0 | 53 | 38 | 7 | 8 | 4 | -17 | -6 | 1
CCOc1ccc(NS(=O)(=O)c2ccc3[nH]c(=O)oc3c2)cc1 | / | 2.8 | 101 | 107 | 9 | 4 | 0 | -12 | 0 | -2
CC(=O)c1ccc(NC(=O)CCc2c(C)nc3ncnn3c2C)cc1 | 14 | -3.1 | 90 | 97 | 2 | 19 | 4 | -21 | / | /
Cc1cccc(OCC(=O)O/N=C(\N)Cc2ccc(Cl)cc2)c1 | 12 | -0.8 | 92 | 91 | -8 | 24 | 23* | -59 | -1 | -11
Cc1noc(C)c1C(=O)OCC(=O)/C=C1\N(C)c2ccccc2C1(C)C | / | -1.2 | 62 | 65 | 1 | 3 | 2 | -30 | -2 | -26
Cc1cccc(C)c1NC(=O)CN1CCNCC1 | 28 | 0.5 | 94 | 88 | -3 | 7 | 5 | 1 | -2 | -1
CCOc1ccc(/C=C(\C#N)C(=O)NCC2CCCO2)cc1OCC (stereo not given) | / | -1.4 | 98 | 104 | 7 | 3 | 2 | -28 | -4 | 4
O=C(OC(C(=O)NCc1ccc2c(c1)OCO2)c1ccccc1F)c1ccco1 (stereo not given) | 5 | / | 107 | 108 | 10 | 3 | 0 | -23 | 0 | -5
O=C(Nc1ccccc1)c1cccnc1Nc1ccccc1 | -3 | -1.2 | 86 | 86 | 4 | 13 | -1 | -4 | 2 | -25
CCC(C)(C)c1nnc(NC(=O)c2cccc([N+](=O)[O-])c2)s1 | 4 | 1.6 | 96 | 94 | 1 | 4 | 0 | 6 | -4 | -3
CC1(C)C=C(c2ccc(C=O)s2)CC(C)(C)N1 | / | -1.1 | 85 | 101 | 4 | 2 | 0 | -28 | -1 | -4
Clc1c(-c2nnc3n2CCCCC3)sc2ccccc12 | -33 | -2.2 | 84 | 105 | 3 | 3 | 4 | -61 | 0 | 2
O=C(N/N=C/c1cc(Br)c(Br)o1)c1cccnc1 | / | -1.7 | 56 | 61 | 5 | 14 | 2 | -42 | / | 2
Cc1cccc(/C=C/C(=O)c2ccc(N3CCOCC3)cc2)c1 | 1 | -5.2 | 47 | 51 | -1 | 11 | 6 | -21 | -4 | 1
Cc1ccc(N2CN(Cc3ccco3)CNC2=S)c(C)c1 | / | -0.7 | 101 | 98 | 7 | 24 | 1 | -46 | 1 | 3
Cc1cc(C(=O)N/N=C/c2ccc[nH]2)n[nH]1 | / | -5.0 | 89 | 92 | -1 | 15 | 4 | -19 | -12 | 4
COc1ccc(/C=c2\s/c(=C/C(=O)c3ccc(C)cc3)[nH]c2=O)c(OC)c1 | / | -1.6 | 66 | 60 | 3 | 27 | 8 | -25 | -2 | 5
Cc1ccc(N2CC(C(=O)Oc3cccc(N4C(=O)CCC4=O)c3)CC2=O)cc1 (stereo not given) | -36 | -1.5 | 91 | 102 | -22 | 23 | 1 | -52 | -1 | -4
Cc1ccc(N=c2oc3cc(O)ccc3cc2C(N)=O)cc1 | 22 | -8.0 | 73 | 79 | -16 | 5 | 6 | -59 | 1 | -2
O=C(Nc1ccc(S(=O)(=O)Nc2ccc(Cl)cc2)cc1)C1CCCO1 (stereo not given) | -7 | -0.4 | 76 | 82 | 8 | 40* | -2 | -73 | -2 | -10
CCOc1ccccc1NC(=O)Cc1coc2cc(C)ccc12 | 9 | -0.7 | 90 | 90 | -4 | 7 | 1 | -29 | 1 | -3
CCn1c(SCC(=O)c2ccccc2)nnc1-c1cccs1 | 28 | -2.8 | 85 | 91 | 6 | 20 | 1 | -35 | / | -15
Cn1c(SCc2ccccc2)nnc1-c1ccncc1 | / | 1.3 | 102 | 113 | 5 | 4 | -1 | -57 | 0 | -7
COc1ccc(-c2nc(S(=O)(=O)c3ccc(C)cc3)c(N3CCCC3)o2)cc1 | -33 | 0.2 | 106 | 92 | -2 | 8 | 1 | -27 | -1 | -14
CCc1ccc(OCC(=O)N/N=C(\C)c2ccc3c(c2)OCCO3)cc1 | / | 0.6 | 81 | 70 | -5 | 6 | 14 | -29 | -7 | -4
COc1ccc(C2NC(=O)CS2)cc1OC (stereo not given) | 4 | 1.4 | 110 | 102 | -6 | 10 | -3 | -39 | -1 | 2
CCc1nc(N)c(C#N)c(-c2ccccc2OC)c1C | -15 | -3.5 | 100 | 95 | 3 | 7 | 11 | -9 | -1 | -6
Cc1cccc(-c2n[nH]c([N+](=O)[O-])n2)c1 | -3 | -0.2 | 88 | 92 | 4 | 4 | 4 | -50 | / | -10
O=C(CCSCc1cccc(Cl)c1)NCCc1ccc(Cl)cc1 | / | -1.9 | 87 | 101 | -5 | 4 | 10 | -28 | -6 | -2
Cc1ccc(CN(C(=O)Cc2cccs2)C(C(=O)NC2CCCC2)c2ccncc2)cc1 (stereo not given) | / | -2.7 | 87 | 88 | 5 | 25 | 3 | -43 | -6 | 8
O=NC1=C(c2c(O)[nH]c3ccccc23)CCCC1 | 13 | -2.0 | 92 | 100 | 1 | 7 | 0 | -58 | -2 | -3
CCc1ccc(OCC(=O)OCC(=O)c2ccc3c(c2)NC(=O)CO3)cc1 | -2 | 0.1 | 98 | / | 0 | 7 | 5 | -44 | 0 | 0
Cc1cc(/C=C(/C#N)c2cccc(Cl)c2)c(C)n1C | 5 | -1.2 | 95 | 98 | 2 | 4 | 1 | -57 | / | -10

Bioassay records from PubChem BioAssay.
